Source: PubChem BioAssay
HIF-2a block: HIF-2a reporter inhibitors, primary screen, luminescence, 786-0 RCC cells; 786-0 RCC cells HIF-2a reporter, luciferase luminescence, overnight; inhibition, % at 18.8 µM; hit rate 0.72% among 360,000;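 active = inhibition of the luminescence signal of 40% or more relative to plate controls, in a single-dose primary screen at 18.75 µM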
iPSC survival up: enhancers of single-cell hiPSC survival, primary screen, ATPlite luminescence; 100% = ROCK inhibitor wells, 0% = DMSO; survival enhancement, % at 20 µM; hit rate 0.044% among 360,000; AID 602274, 2012; in the data active = survival enhancement above about 18%;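 also: cells exposed to compounds for 16 hours before the ATP read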
KKLEB tox: cytotoxicity in KKLEB CF airway cells, primary screen, cytotoxicity control for CF NF-kB inhibitor project, cell-based, uHTS, fluorescence assay plates. KKLEB CF airway cells viability, ATPlite luminescence, overnight; active compounds read low; cells stimulated with P. aeruginosa culture filtrate. activity change (cytotoxicity), % at 5 µM. hit rate 0.36% among 360,000. AID 602141, 2011;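 active = corrected activity change at or below -50% at 5 µM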
MITF TRPM1 inh: inhibitors of MITF-dependent TRPM1 promoter reporter, primary screen, cell-based, SK-MEL-5, single point, luciferase; SK-MEL-5 TRPM1 promoter luciferase, 24 h; inhibition, % at 12.5 µM; hit rate 0.83% among 330,000; AID 488899, 2010;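 active = mean inhibition across replicates of 60% or more, whatever share of single replicates reaches that level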; also: values of inactives mirror those of a sister screen read the other way
Shn3 3UTR inh: reduction of Shn3 3'UTR firefly luciferase signal, primary screen, Schnurri-3 inhibitor project, cell-based, Clone20 osteoblasts, set 2. Clone20 osteoblast Shn3 3'UTR firefly luciferase, 24 h. hit rate 0.52% among 360,000. inhibition, % at 12.5 µM. AID 588674, 2011;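 active = mean inhibition of at least 75% with every replicate also reaching 75%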;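 also: 0% = median of neutral control wells and 100% = pilot-screen positive control compound; some compounds past the cut are filed as inactive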
CF NFkB block: inhibitors of PAF-induced NF-kB signaling, primary screen, cell-based, GFP fluorescence, uHTS | KKLEB NF-kB-GFP reporter, GFP fluorescence overnight | inhibition, % at 5 µM | hit rate 0.86% among 360,000 | AID 588850, 2011;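 active = at least 50% inhibition at 5 µM, scaled per plate between neutral and stimulator controls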;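 also: PAF is a Pseudomonas aeruginosa culture filtrate used as stimulus; plate controls were PAF-stimulated DMSO wells for no effect and unstimulated DMSO wells for full effect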
NR2E3 ag-1: inhibitors of NR2E3-RetCOR corepressor binding, primary screen, NR2E3 agonist project, biochemical, TR-FRET, GST-NR2E3, biotin-RetCOR; Photoreceptor-specific nuclear receptor (Homo sapiens), Q9Y5X4; 1536-well; inhibition of corepressor binding, % at 4.78 µM; hit rate 0.12% among 320,000; AID 2300, 2010;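 active = percent inhibition above the cutoff of mean plus 3 SD of all tested compounds, set per screening campaign, cut at about 20% in these data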;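 also: 0% = DMSO wells and 100% = biotin wells as full block of FRET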
Target sequence (Q9Y5X4 whole entry, looked up): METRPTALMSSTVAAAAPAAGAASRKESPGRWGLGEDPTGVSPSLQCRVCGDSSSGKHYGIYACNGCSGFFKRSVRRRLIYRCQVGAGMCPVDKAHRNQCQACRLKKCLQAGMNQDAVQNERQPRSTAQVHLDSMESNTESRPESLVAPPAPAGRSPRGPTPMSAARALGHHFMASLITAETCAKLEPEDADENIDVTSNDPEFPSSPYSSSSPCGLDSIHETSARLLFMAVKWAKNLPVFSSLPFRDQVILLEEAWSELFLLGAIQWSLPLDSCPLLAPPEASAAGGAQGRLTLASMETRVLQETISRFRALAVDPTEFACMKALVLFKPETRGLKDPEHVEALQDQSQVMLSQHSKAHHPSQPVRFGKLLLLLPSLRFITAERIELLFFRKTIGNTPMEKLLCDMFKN
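System: GST-NR2E3 and biotin-RetCOR proteins; probe or stimulus: 7 nM biotin-RetCOR; doses: compound at 4.8 µM, single dose; schedule: Compound–protein incubation for 5 h at 4 °C; detection: time-resolved FRET; read-out: percent inhibition; controls: biotin wells as high control, 0.6% DMSO wells as low control; format: 1536-well plates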
aDG glyco up: activators of alpha-DG glycosylation, primary screen, uHTS, Pro5-aDG cells, AlphaScreen. activation, % at 10 µM. alpha-DG glycosylation AlphaScreen (IIH6); 0% Pro5, 100% B10-LARGE cell signal. hit rate 0.22% among 360,000. AID 624168, 2012;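 active = activation of at least 8% versus controls, or a plate z-score of at least 8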;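 also: Pro5 are CHO cells carrying HIG-tagged alpha-DG that lacks glycosylation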
NR2E3 ag-2: NR2E3 agonists in two-hybrid cells, primary screen, cell-based, luminescence, CHO-S, Gal4-NCOR/VP16-NR2E3; luciferase; Photoreceptor-specific nuclear receptor (Homo sapiens), Q9Y5X4; hit rate 0.35% among 360,000; AID 602229, 2012; inhibition of corepressor binding, % at 3.98 µM;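 active = inhibition above the mean of all tested compounds plus 3 SD, cut at about 70% in these data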;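 also: 0% = DMSO with NR2E3 transfected cells and 100% = cells lacking NR2E3 construct; higher means lower luciferase signal from less NR2E3 corepressor binding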
Peg3 promoter: Peg3 promoter-driven luciferase inhibitors, primary screen, cell-based, HeLa, luciferase luminescence; hit rate 1.7% among 360,000; HeLa PEG-Prom luciferase reporter, overnight; inhibition, % at 20 µM;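 active = inhibition of at least 50% at 20 µM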
TWEAK-Fn14 inh: inhibitors of TWEAK-Fn14 signaling, primary screen, luciferase reporter cells, uHTS. AID 1159606, 2016. TWEAK-stimulated Fn14 reporter cells, luciferase luminescence, 8 h. hit rate 2% among 360,000. inhibition, % at 10 µM; in the data active = inhibition above about 50%
* = called active by the depositor; x = not tested or not shown; & = joins results of further samples. The order is random, and some 4.4% of all compounds hit somewhere here.

SMILES	HIF-2a block	iPSC survival up	KKLEB tox	MITF TRPM1 inh	Shn3 3UTR inh	CF NFkB block	NR2E3 ag-1	aDG glyco up	NR2E3 ag-2	Peg3 promoter	TWEAK-Fn14 inh
CCOC(=O)C(C(=O)OCC)C(C)(C)/C(C)=N\Nc1ccc([N+](=O)[O-])cc1[N+](=O)[O-]	23	1.9	4	-4	30	-20	2	0.7	-13	16	-14
Cc1cc(N2CCN(c3ccc(F)cc3)CC2)nc2cc(O)ccc12	-60	-1.9	-1	x	35	-36	4	0.2	-27	-48	-31
CCOc1ccc(S(=O)(=O)N(CC(=O)O)c2ccccc2)cc1	17	1.2	-2	3	-3	18	2	0.1	-31	2	-5
O=C(NC1CCCCC1)C1CCCN(S(=O)(=O)c2cccc3cccnc23)C1 (centres undefined)	8	0.1	1	7	-10	4	0	0.1	-7	11	-9
N#Cc1ccc(N2CCCC2C(=O)O)c([N+](=O)[O-])c1 (centres undefined)	10	2.6	-5	3	-27	11	2	0.0	-20	-5	-18
CCCC(=O)c1cc(F)c(N2CCN(C(=O)OCC)CC2)cc1C	13	-1.4	-2	2	30	-2	3	0.1	-29	12	-7
CCCn1c(C2CCCN2c2nc(-c3ccc(C)cc3)cs2)nc2ccccc21 (centres undefined)	18	1.9	2	42	6	-8	2	0.2	-35	9	24
CC(=O)NC1CC2CCCC(C1)N2CC(=O)Nc1ccccc1 (centres undefined)	-4	-2.3	9	15	-25	0	1	-0.1	-8	1	-1
CC1(C)Cc2c(cnn2-c2ccccc2)C(NC(=O)CCCN2CCCC2=O)C1 (centres undefined)	8	-0.2	-3	3	-8	6	-3	-0.3	-10	3	12
N#Cc1ccccc1OCC(=O)NC1CCCCCC1	-250	-1.7	-15	x	-78	37	x	0.0	-109	-285	-22
Cc1ccc(NCCNc2ccc(C)cc2)cc1	-67	-1.4	-7	-23	-13	-21	1	-0.1	-18	-39	-12
COc1ccc(CCNC(=O)C(=O)NCc2ccccc2)cc1OC	6	2.8	-12	22	6	3	1	-0.1	-25	-9	11
CCOC(=O)c1ccc(S(=O)(=O)N2CCN(CC(O)COc3ccc(C#N)cc3)CC2)cc1 (centres undefined)	10	-0.3	10	4	12	-2	1	0.4	-12	-6	-8
CCN(CC(=O)Nc1ccc(OC)cc1)C(=O)c1ccc(NS(=O)(=O)c2ccc(C(C)=O)cc2)cc1	-50	0.0	-7	-9	-26	-4	-2	0.0	23	-21	-16
COc1ccccc1NC(=O)CCSc1nnnn1C	3	-3.2	-1	5	-5	-6	-2	-0.1	-16	13	-1
Cc1nn(Cc2c(F)c(F)c(F)c(F)c2F)c(C)c1NC(=O)c1nn(C)cc1[N+](=O)[O-]	-3	-0.1	-9	-4	-6	-5	5	0.2	20	7	-5
Cc1ccc(NC(=O)COC(=O)c2ccc(-n3cnnn3)cc2)c(Br)c1	-1	0.0	1	0	-4	12	5	-0.1	0	17	-17
O=C(CCn1c(=O)oc2ccccc21)N1CCN(c2ccccc2Cl)CC1	-83	-0.4	-11	26	-14	4	0	-0.2	-134	5	9
Cc1cc(NC(=O)CC23CC4CC(C2)CC(CC(=O)Nc2cc(C)on2)(C4)C3)no1	7	1.0	7	-2	18	0	3	0.0	1	6	-4
CCN(CC)C(=O)C1=C(C)N(Cc2ccccc2)C(=O)C(CC(=O)NC2CC2)C1 (centres undefined)	4	4.6	-2	x	2	14	x	-0.1	-36	-7	16
O=C(/C=C/c1ccc2c(c1)OCO2)NCCSCc1ccc(Cl)cc1Cl	-3	-1.2	10	4	0	-3	x	-0.1	47	14	3
COc1ccc(C)cc1NS(=O)(=O)c1ccc2c(c1)N(C(C)=O)CCO2	15	-0.6	-14	6	12	14	-1	0.3	11	-6	-2
CCc1ccc(NC(=O)C2CCN(S(=O)(=O)c3ccc4c(c3)CC(C)N4C(C)=O)CC2)cc1 (centres undefined)	24	0.6	4	x	72	-24	3	0.7	35	16	43
Cn1cccc1C(=O)OCC(=O)NCc1ccc2c(c1)OCO2	-67	-0.3	-14	-1	18	5	-1	-0.1	-39	-69	-19
O=C(COC(=O)c1ccco1)Nc1ccc(N2CCOCC2)cc1	-19	-0.4	9	-4	-4	-5	x	-0.2	13	-7	-7
O=C(Cc1cccs1)Nc1ccc(-c2nnc(-c3ccco3)o2)cc1	-83	-3.1	-2	-38	-42	-2	3	-0.3	-6	-60	-12
Cc1c(C(=O)N/N=C/C(C)C)[nH]c2ccc([N+](=O)[O-])cc12	7	1.0	6	11	2	38	5	0.4	-39	-10	33
COCCCn1c(SCC(=O)NC2CCCC2)nnc1-c1ccccc1	8	-0.3	5	1	-5	-3	3	-0.2	-27	1	31
Cc1ccccc1-c1nc2c(s1)CCc1onc(-c3ccc(Cl)cc3)c1-2	4	-2.2	-4	-6	-9	12	3	-0.1	6	-2	-6
CCC(C)(C)NC(=O)C(c1ccccn1)N(C(=O)c1csnn1)c1ccc(C)c(C)c1 (centres undefined)	-5	-0.7	0	-10	-8	12	0	0.3	-4	-3	-15
NS(=O)(=O)c1ccc(CCNC(=O)COC(=O)CCc2c[nH]c3ccccc23)cc1	18	0.8	4	2	-10	-20	x	-0.1	6	8	6
Cc1cc2nc(C3CCCCC3)c(Cc3ccccc3C(F)(F)F)n2c(C)c1Br	1	-0.3	x	x	x	x	x	0.0	4	x	6
C[C@H](CCC(=O)O)[C@H]1CC[C@H]2[C@@H]3[C@H](O)C[C@@H]4C[C@H](O)CC[C@]4(C)[C@H]3C[C@H](O)[C@]12C	15&2&5	3.0&-1.2&-2.2	27&-3&9	0&-11&0	2&-13&2	0&23&5	0&1&-1	2.3&0.0&0.0	-8&-16&-2	-3&-7&6	10&-4&14
COCCNS(=O)(=O)c1cccc2cccnc12	6	2.3	8	5	0	-13	1	0.1	2	-16	-10
Cn1c(C(C#N)/C(=N\S(=O)(=O)c2cccs2)c2ccccc2)nc2ccccc21 (centres undefined)	-13	-0.2	2	10	19	-14	-4	0.2	6	9	1
O=C(O)C1CCc2nc(NCc3ccccc3)nc(NCc3ccccc3)c2C1 (centres undefined)	11	-0.2	-4	4	-5	-5	x	0.5	-32	10	6
COc1ccc(/C=C/C(=O)c2ccc(C(=O)/C=C/c3ccc(OC)c(OC)c3)cc2)cc1OC	33	-0.5	-14	15	87*	-45	x	-0.4	-25	44	12
CCN(CC)S(=O)(=O)C1CCS(=O)(=O)C1 (centres undefined)	1	0.3	0	5	22	3	-2	0.2	4	6	-1
Cc1cccc(C(=O)N2CCC(c3nc4ccccc4s3)CC2)c1	15	-0.7	-9	6	8	11	2	0.2	6	20	13
Cc1c(NC(=O)COC(=O)c2ccc(Cl)nc2)c(=O)n(-c2ccccc2)n1C	4	3.7	0	1	2	0	x	0.1	-35	3	-21

Arranged by molecular weight (largest number first): some entries from above.
SMILES	HIF-2a block	iPSC survival up	KKLEB tox	MITF TRPM1 inh	Shn3 3UTR inh	CF NFkB block	NR2E3 ag-1	aDG glyco up	NR2E3 ag-2	Peg3 promoter	TWEAK-Fn14 inh
COc1ccc(/C=C/C(=O)c2ccc(C(=O)/C=C/c3ccc(OC)c(OC)c3)cc2)cc1OC	33	-0.5	-14	15	87*	-45	x	-0.4	-25	44	12
CCC(C)(C)NC(=O)C(c1ccccn1)N(C(=O)c1csnn1)c1ccc(C)c(C)c1 (centres undefined)	-5	-0.7	0	-10	-8	12	0	0.3	-4	-3	-15
NS(=O)(=O)c1ccc(CCNC(=O)COC(=O)CCc2c[nH]c3ccccc23)cc1	18	0.8	4	2	-10	-20	x	-0.1	6	8	6
Cn1c(C(C#N)/C(=N\S(=O)(=O)c2cccs2)c2ccccc2)nc2ccccc21 (centres undefined)	-13	-0.2	2	10	19	-14	-4	0.2	6	9	1
Cc1c(NC(=O)COC(=O)c2ccc(Cl)nc2)c(=O)n(-c2ccccc2)n1C	4	3.7	0	1	2	0	x	0.1	-35	3	-21
O=C(O)C1CCc2nc(NCc3ccccc3)nc(NCc3ccccc3)c2C1 (centres undefined)	11	-0.2	-4	4	-5	-5	x	0.5	-32	10	6
Cc1ccccc1-c1nc2c(s1)CCc1onc(-c3ccc(Cl)cc3)c1-2	4	-2.2	-4	-6	-9	12	3	-0.1	6	-2	-6
COCCCn1c(SCC(=O)NC2CCCC2)nnc1-c1ccccc1	8	-0.3	5	1	-5	-3	3	-0.2	-27	1	31
O=C(Cc1cccs1)Nc1ccc(-c2nnc(-c3ccco3)o2)cc1	-83	-3.1	-2	-38	-42	-2	3	-0.3	-6	-60	-12
Cc1cccc(C(=O)N2CCC(c3nc4ccccc4s3)CC2)c1	15	-0.7	-9	6	8	11	2	0.2	6	20	13
O=C(COC(=O)c1ccco1)Nc1ccc(N2CCOCC2)cc1	-19	-0.4	9	-4	-4	-5	x	-0.2	13	-7	-7
Cc1c(C(=O)N/N=C/C(C)C)[nH]c2ccc([N+](=O)[O-])cc12	7	1.0	6	11	2	38	5	0.4	-39	-10	33
COCCNS(=O)(=O)c1cccc2cccnc12	6	2.3	8	5	0	-13	1	0.1	2	-16	-10
